# TPT1 inhibitor – C. albicans TPT1 enzyme inhibition; recombinant caTPT1, FP RNA substrate dephosphorylation; inhibition, % at 5 µM; 300,000 tested, 0.81% active;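 active = inhibition above the mean of all tested compounds plus 3 SD, set per screening campaign, cut at about 24% in these data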;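 also: plate controls were DMSO alone for no effect and ferristatin control at 100 nM for full effect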
# MCL1 BIM primary – MCL1-BIM-BH3 interaction inhibition (human); 320,000 tested, 0.68% active; inhibition, % at 10.9 µM; Q07820; GST-MCL1 / FITC-Bim-BH3 fluorescence polarization;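 active = inhibition above the mean inhibition of all tested compounds plus 3 SD, set per campaign, cut at about 40% in these data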;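 also: 0% = DMSO wells and 100% = unlabeled Bim-BH3 peptide control; higher means more loss of mP so more displacement of Bim peptide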
# Target sequence (Q07820 whole entry, looked up): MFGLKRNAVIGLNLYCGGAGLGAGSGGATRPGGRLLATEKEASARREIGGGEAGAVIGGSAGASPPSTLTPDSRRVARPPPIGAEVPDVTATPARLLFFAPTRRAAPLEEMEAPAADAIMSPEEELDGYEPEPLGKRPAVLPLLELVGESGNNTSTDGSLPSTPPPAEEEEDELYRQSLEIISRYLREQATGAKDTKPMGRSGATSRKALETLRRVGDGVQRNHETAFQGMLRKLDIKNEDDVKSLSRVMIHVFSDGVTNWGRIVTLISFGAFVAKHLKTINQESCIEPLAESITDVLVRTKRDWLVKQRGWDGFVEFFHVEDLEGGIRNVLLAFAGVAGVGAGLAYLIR
# GLD-1 RNA inh – GLD-1-TGE RNA interaction inhibition (C. elegans); Q17339; purified GLD-1 + fluorescein TGE RNA, fluorescence polarization; inhibition, % at 5.96 µM; 320,000 tested, 0.44% active; AID 2280;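 active = percent inhibition above a per-plate cutoff, the plate mean of test compounds plus 3 SD, cut at about 30% in these data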;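 also: 0% = DMSO wells with GLD-1 and probe and 100% = wells lacking GLD-1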
# GSTO1 inh – blocks human GSTO1 in RBBP9 counter-screen. P78417. recombinant GSTO1, activity-based probe fluorescence polarization. inhibition, % at 5.96 µM. 300,000 tested, 1.1% active. AID 1974;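 active = inhibition above the campaign mean inhibition plus 3 SD, cut at about 35% in these data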;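 also: 0% = GSTO1-1 with DMSO and 100% = wells lacking GSTO1-1 enzyme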
# Target sequence (P78417 whole entry, looked up): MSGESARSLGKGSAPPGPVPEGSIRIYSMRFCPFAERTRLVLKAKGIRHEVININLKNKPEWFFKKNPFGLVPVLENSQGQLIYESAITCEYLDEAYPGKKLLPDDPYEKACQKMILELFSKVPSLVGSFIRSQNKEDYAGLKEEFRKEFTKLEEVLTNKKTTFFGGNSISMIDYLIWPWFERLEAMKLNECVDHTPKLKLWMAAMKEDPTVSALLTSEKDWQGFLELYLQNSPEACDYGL
# MEX-5 binding – C. elegans MEX-5 TCR-2 RNA binding activity; Q9XUB2; MEX-5/FITC-TCR2 RNA binding, fluorescence polarization; stronger effect = lower value; activity score (negative = inhibition of binding), % at 10 µM; 300,000 tested, 0.38% active; AID 1832;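 active = inhibition past about -25% in most replicates, and total fluorescence under double the plate's negative control median, limit read from the data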;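 also: 0% = DMSO and -100% = 5 µM competing unlabeled TCR2 RNA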
# PAD4 FP inh – inhibitors of human PAD4; Q9UM07; recombinant PAD4, RCA probe fluorescence polarization; inhibition, % at 6.36 µM; 330,000 tested, 0.41% active;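 active = percent inhibition above a cutoff equal to the mean of all tested compounds plus 3 SD, cut at about 15% in these data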;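 also: 0% = PAD4 with RCA probe and DMSO and 100% = probe without PAD4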
# PME-1 inh – PME-1 (human) inhibition; Q9Y570; recombinant PME-1, FP-Rh probe fluorescence polarization; inhibition, % at 5.9 µM; 320,000 tested, 0.53% active;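 active = inhibition above the campaign mean of all compounds plus 3 SD, cut at about 26% in these data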;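 also: competitive labeling of PME-1 active site by serine hydrolase directed probe; 0% = PME-1 with DMSO and 100% = wells lacking PME-1 enzyme; inhibitors block probe labeling so polarization falls and inhibition rises; many of its hits are not listed in these tables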
# Target sequence (Q9Y570 whole entry, looked up): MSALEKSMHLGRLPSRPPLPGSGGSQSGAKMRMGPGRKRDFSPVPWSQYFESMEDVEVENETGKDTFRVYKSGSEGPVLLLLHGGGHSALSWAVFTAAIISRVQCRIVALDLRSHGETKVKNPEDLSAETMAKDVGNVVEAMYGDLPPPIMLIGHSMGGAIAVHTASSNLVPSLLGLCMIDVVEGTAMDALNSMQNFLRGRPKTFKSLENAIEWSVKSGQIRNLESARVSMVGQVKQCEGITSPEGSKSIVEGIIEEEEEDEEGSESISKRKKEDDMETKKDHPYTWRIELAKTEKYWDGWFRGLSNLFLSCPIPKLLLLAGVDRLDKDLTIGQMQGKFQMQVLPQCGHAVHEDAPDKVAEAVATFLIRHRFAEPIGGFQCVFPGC
# Bcl-xL primary – Bcl-xL (human) inhibition; 320,000 tested, 0.7% active; inhibition, % at 10.9 µM; GST-Bcl-xL / FITC-Bim BH3 peptide fluorescence polarization;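 active = inhibition above the mean of all tested compounds plus 3 SD, cutoff set per campaign, cut at about 30% in these data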;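 also: 0% = DMSO wells and 100% = unlabeled Bim-BH3 peptide competitor; inhibitors lower millipolarization by displacing the labeled peptide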
# Fam108B inh – counter-screen for RBBP9 inhibitors: inhibitors of mouse Fam108B; recombinant Fam108B, FP-Rh probe fluorescence polarization; inhibition, % at 9.51 µM; 300,000 tested, 0.33% active;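 active = inhibition above the screen mean inhibition plus 3 SD, computed separately per campaign, cut at about 18% in these data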;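 also: inhibitors lower polarization as less probe binds the enzyme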
# * marks the source's active call; other numbers are inactive results; · = not tested or not shown. A portion of the library (hit frequency here may not be typical).
SMILES,TPT1 inhibitor,MCL1 BIM primary,GLD-1 RNA inh,GSTO1 inh,MEX-5 binding,PAD4 FP inh,PME-1 inh,Bcl-xL primary,Fam108B inh
Cc1ccc(C(=O)NC(NCC2CCCO2)C(Cl)(Cl)Cl)cc1 (stereo not drawn),-1,-2,-3,0,0.4,0,0,0,2
CCOC(=O)c1oc2ccccc2c1NC(=O)CN1CCN(C)CC1,2,2,-5,0,-1.2,0,-5,3,-5
Cc1ccc(NC(=O)c2ccc3nc[nH]c3c2)cc1C,-7,-7,-5,-5,1.3,4,10,5,2
O=C(NCC(=O)N1CCN(c2ccccc2O)CC1)c1ccco1,-1,6,0,0,2.6,0,3,-1,-1
Cc1nc2c(C)c(C)c(C)c(C)c2nc1C,1,1,-3,-1,-2.5,3,6,1,2
O=C(O)c1c(Cl)c(Cl)c(Cl)c(Cl)c1C(=O)N1CCCCCC1,3,0,1,4,-0.9,-2,-12,4,-1
Clc1cccc(N/N=C/c2ccc(N3CCOCC3)cc2)c1,1,3,0,14,1.5,-2,1,3,10
COC(=O)c1ccccc1NC(=S)NC(NC(=O)c1ccco1)C(Cl)(Cl)Cl (stereo not drawn),3,-24,3,6,2.2,-3,-8,-16,1
CCOc1ncccc1C(=O)NNC(=O)c1ccc(NS(=O)(=O)c2cccs2)cc1,-2,9,5,7,-1.0,1,-1,3,1
COc1ccc(Cc2nc3ccc(C(=O)N(C)Cc4nccs4)cc3o2)cc1OC,-3,3,-6,0,-2.2,4,7,1,0
CC1CCN(S(=O)(=O)c2ccc(C(=O)Nc3nnc(-c4ccncc4)o3)cc2)CC1,1,6,6,-6,0.8,0,1,8,-4
O=C(NNC(=O)c1ccccc1[N+](=O)[O-])c1cnccn1,-2,2,5,2,-65*,0,-3,0,2
COc1ccccc1N1CCN(S(=O)(=O)c2c(C)[nH]c(C)c2C(=O)N2CCCCC2)CC1,1,10,5,2,3.3,-4,-4,4,-5
Cc1ccc(N(CC(=O)O)C2SC(=O)NC2=O)cc1 (stereo not drawn),-3,-3,2,-9,-0.7,-2,3,2,2
O=S(=O)(NCC(c1ccco1)N1CCc2ccccc2C1)c1ccc(F)cc1 (stereo not drawn),-2,8,9,17,0.6,6,3,3,1
COCc1cc(Sc2ccc(OC)cc2)nc(-c2ccccc2)n1,3,-6,-2,1,-2.6,-4,-5,-2,2
CN(C)CCOC(=O)NCC12CC3CC(CC(C3)C1)C2,-7,-6,-1,4,1.4,-4,-2,1,-6
Cc1cccc(C(=O)N[C@H](C(=O)NCCc2ccc(S(N)(=O)=O)cc2)C(C)C)c1,1,-5,-2,10,-1.2,2,6,-4,0
COC(=O)CCC(=O)NS(=O)(=O)c1ccc(N=NN2CCOCC2)cc1,2,6,-4,-4,-1.0,0,-4,7,-1
N#CCCn1cc(C=C(C#N)C#N)c(-c2ccc(-c3ccccc3)cc2)n1,-1,-5,3,5,0.4,-3,-27,0,-26
O=C(Nc1nc(-c2ccccn2)cs1)C1CCCC1,-1,6,3,0,0.9,3,3,2,4
COc1ccc(C(=O)NNC(=O)c2ccccc2[N+](=O)[O-])cc1Br,1,-13,3,5,0.8,-1,-13,-3,1
COc1ccc(C)cc1NC(=O)COC(=O)c1ccc2c(c1)OCCO2,·,9,2,·,·,0,3,7,·
CC1=C/C(=N\N=C2\NC(=O)C(CC(=O)Nc3ccccc3)S2)CC(C)(C)C1 (stereo not drawn),0,5,2,-6,-1.9,-1,-4,-3,0

# Compound profiles, from the list above. Screens in order: TPT1 inhibitor, MCL1 BIM primary, GLD-1 RNA inh, GSTO1 inh, MEX-5 binding, PAD4 FP inh, PME-1 inh, Bcl-xL primary, Fam108B inh
# Shown for `O=C(Nc1nc(-c2ccccn2)cs1)C1CCCC1` : -1, 6, 3, 0, 0.9, 3, 3, 2, 4
# Shown for `Cc1ccc(N(CC(=O)O)C2SC(=O)NC2=O)cc1` (stereo not drawn) : -3, -3, 2, -9, -0.7, -2, 3, 2, 2
# Shown for `CN(C)CCOC(=O)NCC12CC3CC(CC(C3)C1)C2` : -7, -6, -1, 4, 1.4, -4, -2, 1, -6
# Shown for `COc1ccc(C)cc1NC(=O)COC(=O)c1ccc2c(c1)OCCO2` : ·, 9, 2, ·, ·, 0, 3, 7, ·

# The listing continues:
SMILES,TPT1 inhibitor,MCL1 BIM primary,GLD-1 RNA inh,GSTO1 inh,MEX-5 binding,PAD4 FP inh,PME-1 inh,Bcl-xL primary,Fam108B inh
CCc1ccccc1NC(=O)Nc1ccc(F)cc1F,-3,2,5,5,-1.9,3,2,5,4
Cc1cc(N2C(=O)C(O)=C(C(=O)c3ccco3)C2c2cccc(Oc3ccccc3)c2)no1 (stereo not drawn),3,4,3,-8,-1.9,-9,1,3,-3
C=CCn1c(SCn2nnc3ccccc3c2=O)nnc1-c1ccc(F)cc1,0,-2,2,1,-0.9,5,-7,-2,-1
OCC1(Cc2ccccc2)CCCN(Cc2ccc(-c3ccco3)cc2)C1 (stereo not drawn),5,-2,-7,2,0.3,2,-7,-3,0
OCCN1CCN(CC(O)COc2ccc(Cl)cc2)CC1 (stereo not drawn),0,-3,2,3,0.0,0,-4,2,-1
CCC(c1nnnn1C(C)(C)CC)N(CCCO)Cc1cc2cccc(C)c2[nH]c1=O (stereo not drawn),-2,7,0,-10,-0.2,0,-1,2,7
O=C(CCCn1nnnc1CN1CCOCC1)N1CCC(c2ccc(F)cc2)C1 (stereo not drawn),-1,-3,7,3,-3.3,-4,-1,3,0
Cc1ccc(NC(=O)Cn2cc([N+](=O)[O-])nc2C)cc1C,3,7,-2,3,0.3,-4,-2,-1,-5
Cc1ccc(NC(=O)C2CC(=O)N(Cc3ccccc3)C2)cc1S(=O)(=O)N1CCCCCC1 (stereo not drawn),-4,0,-2,-3,0.4,2,7,2,-1
Cc1cc(=O)[nH]c(SCC(=O)Nc2ccnc3ccccc23)n1,1,3,-2,11,1.3,3,4,4,1
CCOc1ccc(Nc2ccc3nonc3c2[N+](=O)[O-])cc1,2,-2,-7,2,0.1,-11,3,4,2
CN1CC(=O)N(CC(=O)Nc2cc(Cl)cc(Cl)c2)C1=O,-1,-11,7,14,2.5,-3,-1,-9,-3
Cn1c2ccccc2c(=O)c2c(O)cccc21,4,3,0,-12,1.7,-4,-3,6,2
COc1ccc2c(c1OC)CCC2=O,-1,3,1,-4,0.1,-2,3,-1,3
COc1ccc(OCCCC(=O)ON=C(N)c2ccccc2C)cc1,·,-5,4,·,·,-6,-3,1,·
CCCn1c(N)c(C(=O)CSc2nc(C)cs2)c(=O)[nH]c1=O,0,4,4,2,-1.7,-4,-5,4,3
COCCNC(=O)CCc1c(C)nc2c(c(C)nn2-c2ccc(C)c(C)c2)c1C,0,-3,0,-8,0.4,-2,5,4,2
CCN1CCC(NC(=O)Nc2cccc(C(F)(F)F)c2)CC1,0,10,2,5,0.7,1,-2,5,-2
Cc1ccccc1C1NC(=O)c2ccccc2O1 (stereo not drawn),0,9,11,6,3.1,2,3,6,0
COc1ccc2c3c([nH]c2c1)[C@H]1C[C@H]2[C@H](C[C@@H](O)[C@H](OC)[C@H]2C(=O)O)CN1CC3,0,-1,1,4,·,6,3,7,1
CCC(C)(C)NC(=O)C(c1ccc(F)cc1)N(Cc1cccs1)C(=O)c1cnccn1 (stereo not drawn),4,-4,2,-6,-1.0,6,0,-1,0
CC(C)(C)C(=O)NCCc1nc2ccccc2n1CC(=O)c1ccc(Cl)cc1,2,-4,-2,6,2.0,0,4,4,-1
CCN(CC)S(=O)(=O)c1ccc(O)c(C(=O)OCC(=O)N2c3ccccc3CC2C)c1 (stereo not drawn),-5,4,5,8,-1.1,-2,6,4,-5
O=C(O)c1ccc(N2CCN(C(c3ccccc3)c3ccccc3)CC2)c([N+](=O)[O-])c1,1,-17,3,1,-5.0,7,-7,-5,3
COC(=O)c1nnn(-c2nonc2N)c1CN1CCCC1,-3,1,-7,-4,-3.4,-5,-1,2,-2
O=C(CN1CCN(C(=O)c2c(F)cccc2F)CC1)Nc1ccccc1C(F)(F)F,1,-1,9,-1,-0.4,-5,13,0,2
COC(=O)c1ccc(NC(=O)Nc2ccc([N+](=O)[O-])cc2)cc1,0,-7,0,-42,-3.2,-10,-39,2,-35
C=CCNC(=O)COC(=O)c1ccc(Cl)c(S(=O)(=O)N(Cc2ccccc2)c2ccccc2)c1,-3,-8,0,0,1.9,-1,3,-2,-8
CCOc1ccc(S(=O)(=O)NCCC(=O)NCc2ccncc2)cc1,0,0,0,3,0.3,1,7,3,1
COc1cc2c(cc1OC)CN(C(=O)CSc1nnc(C)s1)CC2,1,10,-7,-1,-3.7,-9,-2,3,2
CCN1CCN(C(c2cccc(OC)c2OC)c2nnnn2Cc2ccco2)CC1 (stereo not drawn),-1,-1,4,9,-0.8,-4,3,5,-4
COc1ccc(OCC(NS(=O)(=O)c2ccc(-n3cnnn3)cc2)C(C)C)cc1 (stereo not drawn),-7,0,1,2,0.3,4,0,3,-7
O=C(CSc1nncs1)NC(=O)NCc1ccccc1,1,1,-2,0,-0.6,3,1,1,3
CCC1CCCCN1Cc1ccc(OC)c(OC)c1 (stereo not drawn),0,1,-4,3,1.1,0,0,4,-3
O=C(O)CCCc1c(-[n+]2ccccc2)[nH]c2ccccc12,-2,8,14,-1,-0.2,-6,2,3,5
CCN(C(=O)CSc1ccc2ccccc2n1)C1CCS(=O)(=O)C1 (stereo not drawn),1,5,-3,-4,2.1,1,-2,4,-8
CC1(C)Cc2ccccc2C2CC(O)C(=O)N21 (stereo not drawn),1,2,1,-13,-1.2,-3,-2,5,-2
Cn1cnnc1Sc1ccc(C(=O)NCCC23CC4CC(CC(C4)C2)C3)cc1[N+](=O)[O-],0,4,3,-1,·,1,4,3,0
CC(=O)Nc1ccc(/C=C/c2ccc3cccc([N+](=O)[O-])c3n2)cc1,0,4,11,-9,-1.5,-5,5,9,5
CCOC(=O)C1=C(O)CSC1=Nc1cccc2ccccc12,3,-6,3,5,-1.0,-5,-8,-4,5
c1ccc(-c2nc(NCC3CCCO3)c3oc4ccccc4c3n2)cc1 (stereo not drawn),-2,8,1,-11,-1.0,0,-7,4,-7
Fc1ccccc1N1CCN(Cc2cc(-c3ccccc3)on2)CC1,4,1,3,1,1.3,-1,-2,4,-4
O=C(CSc1nc2ccccc2c(=O)n1CCCO)NCc1ccccc1,2,5,0,1,-0.3,1,4,4,4
O=C(CO/N=C/c1ccc(Cl)cc1Cl)NNC(=O)c1cccc(Cl)c1,1,-2,2,-5,3.6,-4,3,2,-4
CCOc1ccccc1/C=N/n1c(COc2ccccc2)n[nH]c1=S,1,-20,-9,2,-0.3,-1,-3,-9,-9
CC1Oc2ccccc2C=C1/C=N/NC(=O)c1ccccc1O (stereo not drawn),-3,11,2,-4,1.0,2,-4,-4,1
CCOc1ccc(C2C(C(=O)c3ccco3)=C(O)C(=O)N2Cc2cccnc2)cc1OC (stereo not drawn),2,4,7,7,-0.8,0,-2,11,5
Cc1cccc(CSc2[nH]c(=O)ncc2C)c1,-2,0,9,4,0.1,4,-3,1,0
COc1cccc(NC(=O)CCNC(=O)c2ccccc2Cl)c1,-7,-11,0,0,1.1,-5,5,-5,-2
CC(C)C(=O)N1CCC2(CC1)Oc1ccc(F)cc1C(=O)C21CC(c2ccc(Cl)cc2)=NO1 (stereo not drawn),3,3,-10,-7,-0.4,-4,5,5,-1
CCc1ccc(-c2cc(C)no2)cc1S(=O)(=O)N1CCN(c2ccc(OC)cc2)CC1,1,3,0,4,-1.1,8,4,9,6
